LDHA inh = blocks human lactate dehydrogenase A. P00338. 480,000 compounds, 0.15% hits. activity change, % (values are at about 110 or 230 µM). AID 1347041. purified LDHA, NADH/diaphorase-resazurin fluorescence; active compounds read low; in the data active = activity change below about -30%; inconclusive = mostly about -25% to -30%;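 note: plate controls were DMSO wells for no effect and wells without enzyme for full effect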
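Enzyme activity of human lactate dehydrogenase 5 (2 nM; 0.06 mM NADH, 0.2 mM pyruvate, 5 min, RT) is measured via a resazurin/diaphorase fluorescence readout of residual NADH.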
D1 antagonist = human D1 dopamine receptor antagonism; P21728; HEK293 TREx D1 cells, calcium flux, dopamine EC80; active compounds read low; activity change, negative = inhibition, % at 10 µM; 360,000 compounds, 3.2% hits; AID 504652; in the data active = activity change below about -30%; note: % is set by controls: 0 for no effect and ±100 for the full control effect
Target sequence (P21728 whole entry, looked up): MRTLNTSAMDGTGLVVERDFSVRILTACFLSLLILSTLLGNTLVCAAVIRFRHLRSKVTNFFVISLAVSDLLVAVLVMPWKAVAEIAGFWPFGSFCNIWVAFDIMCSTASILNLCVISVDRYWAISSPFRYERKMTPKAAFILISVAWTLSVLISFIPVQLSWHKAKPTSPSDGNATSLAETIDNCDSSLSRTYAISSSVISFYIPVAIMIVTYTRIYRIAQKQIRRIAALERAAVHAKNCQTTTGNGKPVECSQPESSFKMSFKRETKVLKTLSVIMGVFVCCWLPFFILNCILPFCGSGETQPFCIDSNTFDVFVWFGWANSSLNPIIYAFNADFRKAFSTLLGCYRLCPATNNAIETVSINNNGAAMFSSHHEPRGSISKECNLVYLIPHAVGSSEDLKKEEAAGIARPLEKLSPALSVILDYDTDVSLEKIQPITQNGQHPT
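Calcium flux readout: force-coupled, inducible Hek293 Trex D1 line, cells induced overnight at 30 C with tetracycline, dye-loaded 30–90 min at RT. Antagonism scored against EC80 dopamine challenge given 180 s after compound.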
RXFP1 agonist = RXFP1 (human) receptor agonism; Q9HBX9; HEK293T-RXFP1 cAMP TR-FRET, 30 min; response scale: percent of porcine relaxin response, buffer zero; Potency, µM (doses to about 57.5 µM), for inactives: top-dose activation, actives largely listed as activators; 370,000 compounds, 0.3% hits; AID 2676; note: potency is the fitted concentration of half-maximal effect; % is set by controls: 0 for no effect and ±100 for the full control effect; nearly all actives have a fitted effect of over 60% in size; many of its hits are not listed in these tables
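HEK293T cells stably expressing RXFP1 were pretreated with the PDE4 inhibitor Ro 20174, exposed to compounds for 30 min at 37C, lysed, and cAMP was read by TR-FRET. Data normalized to buffer (basal) and 29 nM porcine relaxin (100%).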
Vif-A3F inh = blocks the Vif interaction with APOBEC3F. HeLa A3F-eYFP + Vif (tagged APOBEC3F with the HIV-1 protein that degrades it), YFP fluorescence increase. Potency, µM (top dose mostly 46.1 µM), without a hit: top-dose activity, negative = active. 390,000 compounds, 0.2% hits; note: potency is the fitted concentration of half-maximal effect; % of control where 0% means no effect; nearly all actives have a fitted effect of over 65% in size
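HeLa cells stably expressing A3F-eYFP plus Vif, plated and incubated overnight at 37 deg C, then exposed to compounds overnight at 37 deg C. Blocked degradation read as raised yellow fluorescence (Ex 488/Em 500-530).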
Vif-APOBEC3G blk = blocks the Vif interaction with human APOBEC3G; HeLa A3G-eYFP + Vif (tagged APOBEC3G with the HIV-1 protein that degrades it), YFP fluorescence, overnight; Potency, µM (titrated, usually from 46.1 µM), inactives show top-dose activity, negative = active, usual class: inhibitors; 410,000 compounds, 0.076% hits;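 note: potency is the fitted concentration of half-maximal effect; % is set by controls: 0 for no effect and ±100 for the full control effect; nearly all actives have a fitted effect of over 60% in size; hits raise eYFP signal because A3G escapes Vif-driven loss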
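HeLa cells stably expressing Vif and C-terminally eYFP-tagged A3G, seeded overnight at 37 deg C, then exposed to compound by pintool overnight at 37 deg C. Rise in yellow fluorescence (Ex 488/Em 500-530, Acumen) marks blocked Vif-driven A3G degradation.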
D1 PAM = potentiators of human D1 dopamine receptor | P21728 | HEK293 TREx D1 cells, calcium flux, dopamine EC20 potentiation | potentiation, % at 10 µM | 360,000 compounds, 0.036% hits; in the data active = potentiation above about 30%; note: 0% is about no effect
Glioma ERSR ind = ER stress response induction in glioma; Potency, µM, for the others: at the highest dose activation, actives largely listed as activators; U87-MG GRP78 promoter luciferase reporter, 16 h; 420,000 compounds, 0.02% hits; note: potency is the fitted concentration of half-maximal effect; series mostly up to about 76 µM; % of control where 0% means no effect; nearly all actives have a fitted effect of over 35% in size
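Stably transfected U87-MG human glioma cells carrying a GRP78-based luminescent sensor were seeded at 1000 cells/well, pin-dosed with compounds and incubated 16 h. Luciferase reagent was then added, and end-point luminescence was read after 10 min at room temperature.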
D1 ag = human D1 receptor agonism; P21728; HEK293 T-REx D1 cells, calcium flux, agonist mode; activation, % at 2 µM; 360,000 compounds, 1% hits; in the data active = activation above about 30%; note: 0% is about no effect
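Inducible HEK293 T-REx D1 cells, force-coupled to calcium signalling, were plated at 4000 cells/well with tetracycline and held overnight at 30 C. After no-wash calcium dye loading, compound-evoked calcium rise over 180 s flagged agonists.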
D2 potentiator = positive allosteric modulators of human D2 dopamine receptor; P14416; HEK293 T-REx D2, calcium flux, EC20 dopamine potentiation; potentiation, % at 10 µM; 340,000 compounds, 0.34% hits; AID 485347;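 active = potentiation over 3 SD above the plate norm, cut at about 30% in these data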; note: 0% is about no effect
Target sequence (P14416 whole entry, looked up): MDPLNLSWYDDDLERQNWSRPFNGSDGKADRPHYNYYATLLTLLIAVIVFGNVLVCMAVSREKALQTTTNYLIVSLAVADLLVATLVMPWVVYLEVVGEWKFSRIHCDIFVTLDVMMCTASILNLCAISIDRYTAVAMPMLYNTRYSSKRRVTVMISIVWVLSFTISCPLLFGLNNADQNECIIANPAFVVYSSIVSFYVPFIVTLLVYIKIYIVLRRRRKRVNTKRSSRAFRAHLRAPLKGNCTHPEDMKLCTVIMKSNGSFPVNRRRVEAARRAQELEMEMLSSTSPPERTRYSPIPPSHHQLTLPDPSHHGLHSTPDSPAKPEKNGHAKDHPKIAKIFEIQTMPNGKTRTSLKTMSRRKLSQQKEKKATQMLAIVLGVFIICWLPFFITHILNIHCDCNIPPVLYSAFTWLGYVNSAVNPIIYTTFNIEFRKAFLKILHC
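Using a no-wash calcium dye in inducible, force-coupled HEK293 Trex cells expressing D2, we tracked fluorescence each second for 180 s after compound, then for 180 s after EC20 dopamine to detect augmented signalling.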
Active calls of the source: *; u = inconclusive; x = no result given; & = joins results of further samples. Unless noted, calls come from the whole dose curve; as a rule, active = well fitted curve in the direction sought with a large enough effect; inconclusive = small, poorly fitted or top-dose-only effect, or another doubt; inactive = no such curve, though single readings can be large; an effect the other way counts as inactive or inconclusive. These rows are one share of the data; count on the stated rates, not on these rows.

SMILES	LDHA inh	D1 antagonist	RXFP1 agonist	Vif-A3F inh	Vif-APOBEC3G blk	D1 PAM	Glioma ERSR ind	D1 ag	D2 potentiator
Cc1c(NS(=O)(=O)c2ccc(NC(=O)CCC(=O)O)cc2)c(=O)n(-c2ccccc2)n1C	-14	9	4.3%	1%	0%	-7	-7%	0	-4
COC(=O)c1sc(-c2ccccc2)cc1NC(=O)c1ccc(OC)cc1	1	8	2.9%	1%	0%	1	-1%	2	2
O=C1C2C3C=CC(C3)C2C(=O)N1CN(Cc1ccccc1)CN1C(=O)C2C3C=CC(C3)C2C1=O (stereo not drawn)	-7	2	-1.4%	-14%	2%	-2	-3%	1	-3
Cc1ccccc1COC(=O)CCCC1=NS(=O)(=O)c2ccccc2N1	-3	-1	1.7%	3%	-1%	-3	-4%	31*	19
CCc1ccc(CN2CCC(n3nccc3NC(=O)c3ccccc3)CC2)o1	-1	-12	3.9%	1%	1%	-2	-8%	2	-11
CCN(CC)S(=O)(=O)c1nnc(NC(=O)COc2ccc(Cl)cc2)s1	-6	-2	0.9%	-2%	1%	0	1%	2	3
COc1ccc(CCNC(=O)C2CC3Cn4c(nc5ccccc54)C3N2Cc2ccccc2)cc1 (stereo not drawn)	-3	x	x	-3%	-4%	x	-1%	x	x
Cc1ccc(/C=C/C(=O)Nc2sc3c(c2C#N)CCCC3)o1	0	-2	2.3%	-14%	1%	-4	-2%	4	9
Fc1ccc(COc2ccc3ccccc3c2CNc2nn[nH]n2)cc1	-4	6	3.6%	-1%	13µM*	9	-5%	3	-14
CCCS(=O)(=O)c1c(S(=O)(=O)CCC)c2ccc(C(N)=O)cn2c1C(=O)OC	-15	-12	1.3%	-7%	-1%	1	-5%	3	1
Nc1nc(-c2ccccc2)nc2nonc12	-2	x	x	0%	1%	x	2%	x	x
COC(=O)C1C2CCC(C2)C1C(=O)OCC(=O)c1ccc(C)cc1 (stereo not drawn)	-7	-23	0.4%	7%	0%	-2	-3%	4	x
COc1ccc(S(=O)(=O)N2CCN(CC(=O)c3ccc(O)c(O)c3)CC2)cc1	6	12	-1.5%	-1%	1%	-4	1%	2	-6
CCCC(=O)NCCCc1nc2ccccc2n1CC	0	-20	0.7%	0%	1%	2	-3%	2	-9
CCOc1ccccc1C1C(C(=O)Nc2ccccc2)=C(C)Nc2nc(SCC(=O)c3ccc(C)cc3)nn21 (stereo not drawn)	-3	7	1.2%	-19%	-3%	-2	-4%	2	4
CCOc1ncnc2c1sc1nc(C)cc(C)c12	-10	-1	u	3%	0%	-5	-3%	3	12
COC(=O)c1sccc1Oc1c(Cl)cccc1[N+](=O)[O-]	-13	16	1.4%	0%	-3%	-1	3%	12	13
CCc1ccc(NC(=O)C(=O)NCCN2CCN(Cc3ccc([N+](=O)[O-])cc3)CC2)cc1	-10	-18	4.2%	-6%	-2%	-8	-7%	1	-18
FC(F)(F)c1nnc2sc(-c3ccccn3)nn12	-8	-5	-0.2%	-1%	-1%	0	-4%	4	-8
COc1ccc(C(=O)OCC(=O)N2CCC(C)CC2)cc1S(=O)(=O)N1CCOCC1	-2	1	1.2%	2%	-1%	-6	-1%	2	4
COc1ccc(S(=O)(=O)c2cn(CC(=O)Nc3cc(C)ccc3C)c3ccccc3c2=O)cc1	3	-1	u	5%	1%	-2	-4%	1	-17
CNS(=O)(=O)c1cccc2nsnc12	5	0	0.3%	-8%	0%	0	-6%	3	10
CCCCCc1ccc(OCCOCCn2c[n+](C)c3ccccc32)c(CCCCC)c1	0	16	0.7%	1%	-2%	-10	-13%	129*	9
Cc1ccc2nsnc2c1NC(=O)c1ccc([N+](=O)[O-])o1	2	7	0.8%	11%	u	-1	-15%	0	x
O=C(OCC(=O)N1CCN(c2ccccc2)CC1)C1CCCN1S(=O)(=O)c1ccc(Cl)cc1 (stereo not drawn)	-1	1	-1.0%	-5%	3%	-1	-4%	6	4
CC(C)CC(=O)Nc1ccc(C(=O)Cn2c(=O)oc3ccccc32)cc1	-8	14	0.6%	0%	-1%	-2	0%	10	-2
COc1ccc(C(C)=O)cc1CSc1nc2cc(Cl)ccc2o1	-1	5	1.5%	-1%	1%	0	-7%	11	13
CSc1ccccc1NC(=O)CN1CCCCC1	-9	7	2.2%	6%	3%	1	5%	3	0
O=C(O)C1C2CCCCC2=C2CCCCC2C1C(=O)c1ccccc1 (stereo not drawn)	-4	0	0.2%	3%	-1%	6	-3%	-1	4
O=C(C1CCCCC1)N1CCN(c2ccccc2F)CC1	4	-5	0.5%	-2%	-3%	-1	2%	1	7
CCOc1cccc(C(=O)N2CCCN(C)CC2)c1	-10	0	2.9%	1%	-3%	-8	0%	3	7
CC(C)c1ccc(NC(c2nnc(-c3ccccc3)o2)c2ccc(F)cc2Cl)cc1 (stereo not drawn)	2	0	-0.3%	1%	-1%	-5	0%	1	-10
CN(CC(=O)NCCc1ccc(S(N)(=O)=O)cc1)CC(=O)Nc1ccc(F)c(F)c1F	-8	x	x	0%	5%	x	-4%	x	x
CCOC(=O)C(C)Oc1cc(Cl)c(C=O)cc1OC (stereo not drawn)	-1	x	0.1%	0%	-10%	-6	-1%	-1	5
Cc1ccc2c(c1)C1CN(C)CCC1N2C(=O)COc1ccc(N(C)C(=O)c2ccccc2)cc1 (stereo not drawn)	-4	-9	0.8%	0%	-3%	-6	1%	2	-5
Oc1cccc(Oc2ncc(C(F)(F)F)cc2Cl)c1	1	-20	1.9%	-11%	-9%	-6	3%	2	2
Cc1cn2c(=O)cc(COc3ccccc3NC(=O)c3ccccc3C)nc2s1	0	-14	11%	2%	-1%	-1	-1%	-1	8
CC1CN(C(=O)CCC(=O)NCc2ccc(Cl)cc2)c2ccccc2O1 (stereo not drawn)	-8	-83*	0.6%	2%	5%	-19	-4%	5	x
O=C(c1ccccc1)N(Cc1cccs1)C1CCS(=O)(=O)C1 (stereo not drawn)	0	-4	-0.7%	0%	-2%	-1	2%	3	-4
COc1ccc(C(=O)Nc2cc3c(oc2=O)CCCC3=O)cc1	-5	-7	3.7%	-6%	-2%	-1	2%	6	44*
NS(=O)(=O)c1ccc(CNS(=O)(=O)c2ccc(Cl)nc2)cc1	-6	-10	-0.3%	4%	-7%	0	-3%	3	1
COc1ccc(NC(=O)C2CCCN(c3nn4c(=O)cc(C)nc4s3)C2)c(OC)c1 (stereo not drawn)	-2	-1	2.4%	3%	1%	-5	-8%	0	5
Cc1ccc(S(=O)(=O)N2CCC3(CC2)OCCO3)s1	-4	7	2.3%	1%	-1%	3	3%	3	-8
CCOC(=O)CNC(=O)c1cn(CC)c(=O)c2cc(OC)c(OC)cc12	-1	18	0.0%	-6%	1%	4	-3%	1	3
O=C(c1ccccc1)c1ccc(OCC(O)CNC2CCCc3ccccc32)cc1 (stereo not drawn)	-7	-2	-0.7%	0%	-6%	-3	-3%	13	7
Cc1ccc(OCCn2cc(C#N)c3ccccc32)cc1	-4	-13	-1.0%	x	-5%	-9	-1%	6	-8
COc1ccc(C(=O)Nc2ccc3nc(N4CCC(C)CC4)cc(C)c3c2)cc1	2	-10	0.8%	-11%	-1%	0	-1%	1	-14
CC(Sc1ccc(S(=O)(=O)N2CCN(C)CC2)cn1)C(=O)NC1CCCCC1 (stereo not drawn)	-9	-11	-0.5%	-2%	4%	0	-7%	2	8
CCCN(CCC)S(=O)(=O)c1ccc(N2CCCCS2(=O)=O)cc1	-7	0	0.5%	-1%	4%	0	-3%	3	-3
CCOC(=O)CCc1c(C)n(CC)c2cc(-c3ccccc3OC)nn2c1=O	-4	-9	0.4%	1%	2%	-2	-4%	5	3

Following part.
SMILES	LDHA inh	D1 antagonist	RXFP1 agonist	Vif-A3F inh	Vif-APOBEC3G blk	D1 PAM	Glioma ERSR ind	D1 ag	D2 potentiator
COc1ccccc1C(=O)COC(=O)c1ccc(-n2cnnn2)cc1	-6	-3	9.8%	4%	-7%	-3	1%	5	2
CCN1C(=O)C(CC(=O)Nc2ccc(Cl)cc2)N(NC(=O)c2ccncc2)C1=S (stereo not drawn)	-4	9	-1.9%	-9%	0%	0	-5%	5	-9
CCOc1cccc(/C=C/c2ccc3cccc(O)c3n2)c1OC	6&3	3	-2.8%	u	3%	-1	2%	7	0
O=C(COC(=O)Cn1ccc(=O)[nH]c1=O)Nc1ccc(F)cc1	-3	x	x	5%	0%	x	-7%	x	x
Clc1cnc(Nc2cccnc2)c(Cl)c1	-7	8	1.6%	-11%	-4%	2	1%	2	4
COCC(O)CSc1nc(C)[nH]c1[N+](=O)[O-] (stereo not drawn)	-1	1	-0.7%	3%	1%	3	0%	1	-6
Cc1ccc(C(=O)OCC(=O)Nc2cccc(Br)c2)s1	-5	x	x	-2%	-1%	x	-4%	x	x
CCN1C(=O)[C@@H]2[C@@H](c3ccc(-c4ccc5c(c4)OCO5)cc3)N3CCCC[C@@]3(C(=O)OC)[C@@H]2C1=O	-3	1	0.1%	-6%	0%	-5	-3%	5	-8
Cc1cc(C)nc(NS(=O)(=O)c2ccc(NC(=O)COc3ccc(C(C)(C)C)cc3)cc2)n1	-8	8	-0.5%	2%	-6%	2	-2%	0	11
Cc1ccc(N2C(=O)CC(Sc3ccccc3C(=O)O)C2=O)c([N+](=O)[O-])c1 (stereo not drawn)	-2	-4	1.8%	-18%	-5%	2	1%	2	-9
COc1ccc(OC(C)C(=O)N2CCCc3ccccc32)cc1 (stereo not drawn)	-4	-22	-0.1%	12%	0%	-6	-7%	0	19
COc1nc(Cc2ccc(Cl)cc2)nc2ccccc12	-4	-13	0.1%	8%	3%	-4	-1%	13	0

D1 antagonist: entries above that show a hit.
| SMILES | LDHA inh | D1 antagonist | Vif-A3F inh | D1 PAM | D1 ag | D2 potentiator |
| --- | --- | --- | --- | --- | --- | --- |
| CC1CN(C(=O)CCC(=O)NCc2ccc(Cl)cc2)c2ccccc2O1 (stereo not drawn) | -8 | -83* | 2% | -19 | 5 | x |
